# ALDH1A1 inh: ALDH1A1 (human) enzyme inhibition | P00352 | Purified ALDH1A1, NADH fluorescence, propionaldehyde substrate | Potency, µM (titrated, usually from 75.3 µM), for inactives: top-dose activity, negative = inhibition, most hits filed as inhibitors | 7.3% of 220,000 active | AID 1030; active = well fitted inhibition curve with a large enough effect, not every such curve was filed as active; inconclusive = small, poorly fitted or top-dose-only effect, or another doubt; inactive = no such curve, though single readings can be large or run the other way;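 also: plate controls were no enzyme wells and a reference inhibitor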
# Target sequence (P00352 whole entry, looked up): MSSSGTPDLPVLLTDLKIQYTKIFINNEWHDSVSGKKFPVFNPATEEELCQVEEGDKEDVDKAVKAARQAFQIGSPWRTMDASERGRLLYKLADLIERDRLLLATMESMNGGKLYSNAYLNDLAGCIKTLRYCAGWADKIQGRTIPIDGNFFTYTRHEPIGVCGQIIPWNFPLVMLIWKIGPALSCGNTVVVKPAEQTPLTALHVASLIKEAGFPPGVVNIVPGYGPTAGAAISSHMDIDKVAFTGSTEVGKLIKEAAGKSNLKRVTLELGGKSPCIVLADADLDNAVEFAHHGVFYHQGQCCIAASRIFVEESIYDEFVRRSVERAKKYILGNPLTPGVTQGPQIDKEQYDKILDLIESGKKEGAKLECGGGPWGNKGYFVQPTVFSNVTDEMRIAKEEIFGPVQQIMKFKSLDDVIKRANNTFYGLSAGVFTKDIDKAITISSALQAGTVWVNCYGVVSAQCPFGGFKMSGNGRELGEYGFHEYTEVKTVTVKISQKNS
# Tau fibril FP: blocks human tau fibril formation measured by polarization | P10636 | K18 P301L tau heparin fibrillization, Alexa594 FP, 6 h | Potency, µM (highest dose often 57.7 µM), for the others: at the top dose activity, negative = inhibition, most hits filed as inhibitors | 0.39% of 280,000 active | AID 1468; also: nearly all actives have a fitted effect of over 55% in size
# Target sequence (P10636 561-689 P618L limits assumed): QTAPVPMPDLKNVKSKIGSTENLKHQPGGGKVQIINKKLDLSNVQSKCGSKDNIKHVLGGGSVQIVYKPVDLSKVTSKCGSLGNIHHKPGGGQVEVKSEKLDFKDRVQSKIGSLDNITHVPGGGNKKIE
#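 Heparin (20 uM) drove fibril formation of recombinant tau K18 P301L, 15 uM unlabeled with 0.24 uM Alexa 594 label, for 6 hr at 37 C in 100 mM sodium acetate pH 7. Fluorescence polarization (555/632 nm) read 1 hr after 30 uM ThT.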
# TRb SRC2 PPI: TRbeta-SRC2 interaction inhibition; Potency, µM (doses to about 106 µM), inactives show top-dose activity change, negative = inhibition, hits mostly inhibitors; 0.065% of 280,000 active; TRbeta-SRC2 peptide binding, fluorescence polarization; receptor liganded with 1 µM T3; P10828;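 also: plate controls were bound peptide for no effect and peptide without receptor for full effect; nearly all actives have a fitted effect of over 50% in size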
#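 Each compound concentration gave % activity, normalized to unbound and bound Texas Red SRC2 controls, from polarization read after 5 hr ambient incubation with T3-loaded human TRb LBD.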
# L3MBTL1 block: L3MBTL1 (human) inhibition; 0.66% of 230,000 active; AlphaScreen L3MBTL1–H3K9me1 peptide binding; Q9Y468; Potency, µM (top dose mostly 57.1 µM), for the others: at the highest dose activity, negative = inhibition, usual class: inhibitors; also: nearly all actives have a fitted effect of over 60% in size
#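 First, the protein-peptide complex forms for 30 min at room temperature (L3MBTL1 50 nM, biotinylated H3K9me1 peptide 75 nM). Next, compounds are pin-transferred and incubated 30 min. Finally, AlphaScreen beads are added and read after 30 min.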
# TexasRed fluor: counter-screen for TRb-SRC2 inhibitors: fluorescence interference. TRb/SRC2 Texas Red total fluorescence interference. Potency, µM (top dose mostly 106 µM), for inactives: at the highest dose fluorescence change, negative = quenching. 0.29% of 280,000 active. AID 1479; active = well fitted curve in either direction with a large enough effect; inconclusive = small, poorly fitted or top-dose-only effect
#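 Human TRβ ligand-binding domain (0.6 uM) and Texas Red SRC2 peptide (20 nM) in Tris buffer with 1 uM T3 and 5% DMSO were incubated with pinned compound for 5 hr at ambient temperature. Total fluorescence was computed as S + 2P (555/632 nm).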
# aGal spleen mod: alpha-galactosidase A (human) modulation. P06280. human spleen homogenate, 4MU-alpha-Gal fluorescence, 40 min. Potency, µM (titrated, usually from 80 µM), for the others: at the top dose activity change, negative = inhibition, most hits filed as inhibitors. 0.008% of 240,000 active;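 also: 0% = enzyme with vehicle and -100% = no enzyme basal signal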
# Target sequence (P06280 32-429 limits assumed): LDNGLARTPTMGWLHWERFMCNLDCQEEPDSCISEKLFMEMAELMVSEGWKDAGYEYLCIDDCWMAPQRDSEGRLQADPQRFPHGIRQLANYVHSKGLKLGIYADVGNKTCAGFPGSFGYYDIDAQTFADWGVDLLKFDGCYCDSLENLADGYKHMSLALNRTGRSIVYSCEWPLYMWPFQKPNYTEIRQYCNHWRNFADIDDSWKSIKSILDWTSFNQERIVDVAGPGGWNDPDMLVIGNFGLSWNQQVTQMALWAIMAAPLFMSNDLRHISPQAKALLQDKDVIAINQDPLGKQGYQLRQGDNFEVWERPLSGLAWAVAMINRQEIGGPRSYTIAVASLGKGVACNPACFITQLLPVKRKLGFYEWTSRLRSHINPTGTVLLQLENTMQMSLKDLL
#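 Fluorogenic readout (Ex 365/Em 440 nm) of 4-methylumbelliferone released from 1 mM 4-MU-alpha-galactoside by spleen homogenate, 40 min at 37C, pH 5.0. Data normalized to no-enzyme and enzyme controls; Hill-equation AC50 from compound titrations.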
# Tau fluor counter: counter-screen for tau fibril formation inhibitors | tau K18 P301L Alexa594 fluorescence, heparin fibrillization | Potency, µM (titrated, usually from 57.7 µM), for inactives: at the highest dose activity change, negative = decrease | 0.93% of 280,000 active | AID 1463; also: nearly all actives have a fitted effect of over 55% in size
#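 Human K18 P301L tau (15 uM unlabeled plus 0.24 uM Alexa 594-labeled, final) in 100 mM sodium acetate pH 7 was mixed with compound and 20 uM heparin and incubated 6 hr at 37 C.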
# Tau fibril ThT: blocks human tau fibril formation measured by thioflavin T; recombinant tau K18 P301L (four-repeat tau fragment), heparin-induced fibrillization, ThT fluorescence; P10636; AID 1460; Potency, µM (doses to about 57.4 µM), inactives show at the highest dose activity, negative = inhibition, most hits filed as inhibitors; 2.1% of 270,000 active; also: nearly all actives have a fitted effect of over 55% in size
#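 K18 P301L tau (15 uM + 0.24 uM Alexa 594-tagged), heparin 20 uM, NaOAc pH 7, 6 h 37 C; ThT 30 uM, 1 h RT, ex 450/em 510 nm.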
# Active calls of the source: *; ? = inconclusive; nt = not tested or not shown; & = joins results of further samples; [ ] = dose if it differs, or a comment. Unless noted, calls follow the shape of the dose curve; as a rule, active = well fitted curve in the direction sought with a large enough effect; inconclusive = small, poorly fitted or top-dose-only effect, or another doubt; inactive = no such curve, though single readings can be large; an effect the other way counts as inactive or inconclusive. Unless noted, % is scaled to controls: 0 for no effect and ±100 for the full control effect; potency is read from the fitted curve at half-maximal effect.
# Below each SMILES: Tau fibril ThT, aGal spleen mod, TRb SRC2 PPI, Tau fibril FP, Tau fluor counter, L3MBTL1 block, TexasRed fluor, ALDH1A1 inh
COC(=O)[C@@H]1C[C@@]2(O)[C@@H](O)[C@@H](O)[C@@H](O)C[C@H]2N1Cc1ccc(Cl)cc1
→ -1%&4%, -10%&10%, 10%&4%, 2%&1%, -2%&4%, nt, 4%&-5%, -3%
CCN1CCCC1CNC(=O)C(=O)NCCc1ccc(OC)c(OC)c1 (stereo unspecified)
→ 4%, -1%, 13%, 7%, -4%, -13%, -1%, -2%
CC(=O)c1cccc(NC(=O)C2CCN(S(=O)(=O)c3c(C)n[nH]c3C)CC2)c1
→ 0%, -3%, -11%, -1%, -5%, -10%, -2%, -6%
COc1ccc(-n2c(Cc3ccccc3)nnc2SCc2ccc([N+](=O)[O-])cc2)cc1
→ ?, 3%, -5%, -11%, -18%, -15%, 4%, ?
COc1ccc(OC)c(N2C(N)=C(C#N)C(c3ccc(OC)c(O)c3)C3=C2CC(C)(C)CC3=O)c1 (stereo unspecified)
→ -5%, 2%, 4%, 11%, -10%, nt, 0%, nt
CC1CC(=O)Nc2ccccc2N1S(=O)(=O)c1ccc(F)cc1F (stereo unspecified)
→ nt, 3%, 5%, 5%, 15%, nt, -1%, nt
O=c1oc2ccccc2c(N2CCN(c3ccccc3F)CC2)c1CN1CCCC1
→ -12%, nt, 4%, 4%, -7%, nt, -2%, nt
CCOc1ccc(C2C=C(c3ccccc3)Nc3ncnn32)cc1 (stereo unspecified)
→ -12%, 9%, -3%, 6%, -11%, 5%, -8%, ?
CC(C)OC(=O)COc1cc(O)c2c(=O)cc(-c3ccccc3)oc2c1
→ nt, -4%, -9%, 3%, -9%, nt, 2%, nt
CCOC(=O)c1ccc(Nc2cc(C)nc(-c3ccccc3O)n2)cc1
→ ?, 1%, -8%, 10µM*, ?, 4%[11.4 µM], 0%, 1%
CC(C)CCn1nnnc1C(c1ccc(N(C)C)cc1)N1CCN(C(=O)c2ccco2)CC1 (stereo unspecified)
→ ?, 6%, 1%, 0%, ?, -8%, -8%, ?
COC(=O)/C=c1\[nH]c2nnc(C)n2c1=O
→ nt, 1%, -7%, 3%, -3%, nt, -1%, nt
CCOC(=O)Cc1sc(N)nc1C
→ 4%, 2%, -2%, 9%, 15%, -2%, -1%, 0%
C=C(C)CNC(=S)Nc1cccc(N)n1
→ 0%, 0%, 0%, 4%, 7%, -5%, -4%, ?
O=C(CN(CC1CCCO1)C(=O)CNS(=O)(=O)c1ccc(F)cc1)NCc1ccco1 (stereo unspecified)
→ -7%, 6%, 3%, -12%, -8%, 1%, 5%, 5%
CCOC(=O)c1c(C)[nH]c(C(=O)Cn2c(=O)oc3ccccc32)c1C
→ -6%, -4%, -12%, 4%, 3%, -6%, -3%, 4%
CCCCc1ccc(Nc2ncccc2C#N)cc1
→ 0%, 5%, 4%, -1%, -1%, 113%[activator], -2%, ?
Cc1ccccc1-c1nnc2s/c(=C\c3ccc(N(C)C)cc3)c(=O)n12
→ ?, -5%, 0%, -10%, -15%, -13%, 1%, 0%
Cc1nn(C)c2c1c(C(F)(F)F)cc(=O)n2CC(=O)N1CCC(C)CC1
→ -7%, nt, 7%, 2%, -8%, nt, -6%, nt
COc1ccccc1CNCc1cccs1
→ -9%, -1%, -9%, 9%, 5%, 8%, 1%, 1%
Cc1cccc(C)c1NC(=O)COC(=O)C1CC(=O)N(Cc2ccccc2)C1 (stereo unspecified)
→ 3%, 3%, -7%, -3%, 3%, -8%, -3%, 6%
Cc1ccc2nc(C)/c(=N\O)c(C)nc2c1
→ ?, 8%, -5%, -1%, -13%, 3%, -3%, 9%
O=C(Nc1ccc2nc(SCC(=O)N3CCc4ccccc43)sc2c1)c1cccc(Cl)c1
→ ?, nt, 6%, ?, -28%, nt, 8%, nt
COc1ccc(C2/C(=C(/O)c3ccccc3)C(=O)C(=O)N2CCN2CCOCC2)c(OC)c1 (stereo unspecified)
→ ?, 8%, -3%, -9%, -11%, -2%, 0%, ?
CCC(=O)Nc1ccc(C(=O)Nc2cccc(C)n2)cc1
→ -17%, 16%, 3%, -7%, -7%, 19%, 0%, 8%
O=C1CC(N2CCOCC2)C(=O)N1Cc1ccc(N2CCCC2=O)cc1 (stereo unspecified)
→ -4%, -3%, -11%, -1%, 2%, -3%, -4%, 7%
Cc1cc(-c2nc(C)c(-c3nnc(SCC(=O)Nc4cc(Cl)cc(Cl)c4)n3C)s2)no1
→ -15%, 2%, -8%, ?, ?, 15%, -1%, nt
COc1ccc(C)c2sc(NC(=O)c3ccc(S(=O)(=O)N4CCCCC4)cc3)nc12
→ 10%, nt, -6%, -15%, -9%, nt, 0%, nt
CCOc1cc(CO)cc(Br)c1OCC(=O)Nc1ccccc1C
→ -5%, 2%, -5%, 4%, -11%, 6%, -1%, 6%
COc1cc2ccccc2cc1C(=O)Nc1ccc2oc(-c3cccc(Cl)c3Cl)nc2c1
→ -2%, nt, -7%, 3%, -10%, nt, -8%, nt
O=S(=O)(Nc1ccc(Cc2ccncc2)cc1)c1ccc(Br)cc1
→ -8%, -5%, -3%, -7%, -25%, 1%, -5%, 13%
O=C(CSc1ncn(-c2ccccc2)n1)Nc1ccc2c(c1)OCO2
→ ?, -3%, -7%, 4%, -14%, 0%, 0%, -14%
Cc1nn(Cc2cccc(C(=O)N3N=C(C(F)F)CC3(O)C(F)F)c2)c(C)c1[N+](=O)[O-] (stereo unspecified)
→ -11%, -5%, -3%, 5%, -16%, nt, -2%, ?
CCOC(=O)c1sc(NC(=S)NC(=O)c2cccc(Cl)c2)c(C(=O)OCC)c1C
→ -8%, 5%, 0%, -1%, -11%, 6%, 1%, 10%
O=C(O)c1ccccc1-c1ccccc1C(=O)NCCCO
→ 5%, -11%, -24%, -6%, 5%, 29%, 0%, -4%
COc1ccc(-c2nc(C)c(CCNC(=O)c3cccs3)s2)cc1
→ ?, nt, -1%, -10%, ?, nt, -1%, nt
Cc1ccc(NC(=O)NC2CCN(S(=O)(=O)c3ccc(F)cc3)CC2)cc1
→ 4%, -5%, -6%, 1%, 1%, -11%, 1%, 10%
Cc1ccc(NC(=O)NCCSc2ccc(C)cc2)cc1
→ -2%, 4%, -8%, 5%, -30%, -1%, -4%, 15%
COC(=O)[C@@]1(Cc2ccc(OC)cc2)[C@H]2c3cc(C(=O)N4CCCC4)n(CCc4ccc(O)c(OC)c4)c3C[C@H]2CN1C(=O)c1ccccc1
→ ?, 4%, 3%, 7%, -12%, nt, -1%, 0%
O=C(Nc1cc(-c2nc3ccccc3s2)ccc1Cl)c1ccc2c(c1)OCO2
→ -16%, 7%, 7%, -6%, -22%, 3%, -2%, ?
Cc1c(CNC(=O)C2CC2)c(-n2cccc2)n(Cc2ccccc2)c1C
→ -3%, 3%, -1%, -1%, 6%, ?, 1%, 11%
O=C(N/N=C/c1c[nH]c2c1ccc1ccccc12)c1ccc([N+](=O)[O-])cc1
→ ?, -14%, -6%, 10%, ?, 5%, -1%, 1%
CC1CCC(NC(=O)C2(C)Cc3ccccc3C(=O)N2Cc2ccc(Cl)cc2)CC1 (stereo unspecified)
→ 1%, nt, 2%, 2%, 1%, nt, -11%, nt
COc1ccc(C=O)c(OC)c1
→ -3%, 2%, -5%, -5%, 10%, -25%, 1%, ?
O=S(=O)(Nc1ccccc1N1CCCCC1)c1cccs1
→ -9%, 4%, -2%, 3%, -22%, 17%, -3%, -7%
Cc1nc(SCc2nc3ccccc3[nH]2)c2oc3ccccc3c2n1
→ -10%, -1%, -22%, -6%, -29%, 8%, 0%, -5%
C=CCn1c(Cc2ccc(OC(C)C)c(Cl)c2)nnc1SCC(N)=O
→ 8%, -2%, 1%, 0%, 5%, -3%, -4%, -5%
Cc1nc(CCNS(=O)(=O)c2cccnc2)cs1
→ nt, -15%, -1%, 0%[0.0958 µM], 8%[0.0958 µM], nt, -1%, nt
Nn1c(SCC(=O)Nc2ccc3c(c2)OCCO3)nnc1C(F)(F)F
→ -8%, 11%, -9%, -2%, -5%, 10%, -3%, -3%
CCOc1ccc(-c2cn3c(n2)sc2cc(C(=O)NC4CCCc5ccccc54)ccc23)cc1 (stereo unspecified)
→ 0%, nt, -4%, ?, -12%, nt, 4%, nt
Cc1cccc(Nc2c(-c3ccsc3)nc3nc(C)cc(C)n23)c1
→ -15%, nt, 4%, 3%, -17%, nt, 0%, nt

# A stretch from the list above, for reference:
# Below each SMILES: Tau fibril ThT, aGal spleen mod, TRb SRC2 PPI, Tau fibril FP, Tau fluor counter, L3MBTL1 block, TexasRed fluor, ALDH1A1 inh
CC1CCC(NC(=O)C2(C)Cc3ccccc3C(=O)N2Cc2ccc(Cl)cc2)CC1 (stereo unspecified)
→ 1%, nt, 2%, 2%, 1%, nt, -11%, nt
COc1ccc(C=O)c(OC)c1
→ -3%, 2%, -5%, -5%, 10%, -25%, 1%, ?
O=S(=O)(Nc1ccccc1N1CCCCC1)c1cccs1
→ -9%, 4%, -2%, 3%, -22%, 17%, -3%, -7%
Cc1nc(SCc2nc3ccccc3[nH]2)c2oc3ccccc3c2n1
→ -10%, -1%, -22%, -6%, -29%, 8%, 0%, -5%
C=CCn1c(Cc2ccc(OC(C)C)c(Cl)c2)nnc1SCC(N)=O
→ 8%, -2%, 1%, 0%, 5%, -3%, -4%, -5%
Cc1nc(CCNS(=O)(=O)c2cccnc2)cs1
→ nt, -15%, -1%, 0%[0.0958 µM], 8%[0.0958 µM], nt, -1%, nt
Nn1c(SCC(=O)Nc2ccc3c(c2)OCCO3)nnc1C(F)(F)F
→ -8%, 11%, -9%, -2%, -5%, 10%, -3%, -3%
CCOc1ccc(-c2cn3c(n2)sc2cc(C(=O)NC4CCCc5ccccc54)ccc23)cc1 (stereo unspecified)
→ 0%, nt, -4%, ?, -12%, nt, 4%, nt
Cc1cccc(Nc2c(-c3ccsc3)nc3nc(C)cc(C)n23)c1
→ -15%, nt, 4%, 3%, -17%, nt, 0%, nt
